# HKDC1 inh – HKDC1 (human) hexokinase inhibition; recombinant HKDC1, G6PDH/diaphorase resazurin coupled fluorescence; inhibition, % at 20 µM; hit rate 0.16% among 340,000;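 active = inhibition above about 35% when tested at 20 µM, limit read from the data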;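 note: plate controls were DMSO wells with enzyme for no effect and DMSO wells lacking enzyme for full effect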
#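 Material – in-house recombinant HK5 (HKDC1) enzyme · Quantity – HKDC1 at 5 µg/mL · Buffer or medium – pH 8.0 Tris buffer with 10 mM MgCl2 · Reagent – glucose with 1 mM ATP · Dosing – single 20 µM dose · Times – reaction time 90 min, room temperature, protected from light · Technique – resorufin fluorescence at 613 nm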
# SENP8 block-1 – SENP8 protease inhibition. Q96LD8. purified SENP8, Z-RLRGG-aminoluciferin cleavage, luminescence. inhibition, % at 10 µM. hit rate 1.2% among 330,000. AID 2540; in the data active = inhibition above about 50%
# Target sequence (Q96LD8 whole entry, looked up): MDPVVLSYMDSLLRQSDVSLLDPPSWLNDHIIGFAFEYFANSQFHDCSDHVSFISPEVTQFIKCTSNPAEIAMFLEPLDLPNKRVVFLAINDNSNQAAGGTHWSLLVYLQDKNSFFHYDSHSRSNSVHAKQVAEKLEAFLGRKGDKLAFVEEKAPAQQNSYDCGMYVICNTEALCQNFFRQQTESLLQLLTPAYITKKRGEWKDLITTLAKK
# UBC13 polyUb – human UBC13 polyubiquitination inhibition; P61088; UBC13 polyubiquitin chain formation, TR-FRET; inhibition, % at 20 µM; hit rate 0.47% among 330,000; AID 485273; in the data active = inhibition above about 45%, passing the limit was not always enough; inconclusive = no clear call, values can overlap the other calls
# Target sequence (P61088 whole entry, looked up): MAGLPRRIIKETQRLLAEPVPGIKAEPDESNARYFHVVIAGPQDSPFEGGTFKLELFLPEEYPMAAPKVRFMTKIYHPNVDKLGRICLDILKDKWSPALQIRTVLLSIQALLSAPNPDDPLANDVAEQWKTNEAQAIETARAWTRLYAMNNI
# SENP1 FRET inh – blocks the human SENP1 SUMO protease catalytic domain | Q9P0U3 | recombinant SENP1 catalytic domain, CyPet-SUMO1-YPet FRET cleavage | inhibition, % at 10 µM | hit rate 0.21% among 360,000 | AID 624204;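 active = inhibition at least 30% at 10 µM, raw YFP signal under a set limit, fluorescence ratio 0.5 to 1.5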;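 note: 0% = enzyme with DMSO and 100% = no enzyme wells; some results filed as inactive read as strong as hits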
# Target sequence (Q9P0U3 419-644 limits assumed): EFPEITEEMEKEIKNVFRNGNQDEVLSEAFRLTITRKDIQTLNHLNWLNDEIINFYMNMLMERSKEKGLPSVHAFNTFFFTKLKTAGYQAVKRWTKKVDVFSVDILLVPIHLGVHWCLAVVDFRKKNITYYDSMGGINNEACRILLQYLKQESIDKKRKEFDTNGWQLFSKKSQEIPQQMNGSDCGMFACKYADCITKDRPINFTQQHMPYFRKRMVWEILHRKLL
#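 Assay system – human recombinant His6-tagged SENP1 catalytic domain enzyme · Input – SENP1 enzyme, 20 pM final · Buffer or medium – Tris pH 8 buffer plus EDTA, NaCl, BME, BSA, NP40, catalase · Schedule – 50 min reaction at room temperature · Technique – FRET read of cyan and yellow fluorescence · Control set – no-enzyme wells low, DMSO-plus-enzyme wells high control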
# MIN6 prolif – inducers of beta-cell replication in MIN6 cells. MIN6 cells proliferation, ATPlite luminescence, 48 h; cells starved in 0.2% serum; 100% = growth in 10% serum. proliferation, % at 10 µM. hit rate 0.29% among 330,000. AID 2380;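 active = compounds whose signal lies at least 3.5 SD above the mean of all wells on their plate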;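 note: 0% = DMSO-treated cells in low-serum medium and 100% = 10% serum control; some compounds called inactive have numbers as strong as hits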
# SENP7 inh – SENP7 protease inhibition; Q9BQF6; recombinant SENP7, Z-RLRGG-aminoluciferin luminescence, 40 min; inhibition, % at 5 µM; hit rate 1.5% among 330,000;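 active = inhibition above about 50% at the single test dose, limit read from the data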;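 note: plate controls were DMSO with enzyme for no effect and no enzyme buffer wells for full effect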
# Target sequence (Q9BQF6 706-1050 limits assumed): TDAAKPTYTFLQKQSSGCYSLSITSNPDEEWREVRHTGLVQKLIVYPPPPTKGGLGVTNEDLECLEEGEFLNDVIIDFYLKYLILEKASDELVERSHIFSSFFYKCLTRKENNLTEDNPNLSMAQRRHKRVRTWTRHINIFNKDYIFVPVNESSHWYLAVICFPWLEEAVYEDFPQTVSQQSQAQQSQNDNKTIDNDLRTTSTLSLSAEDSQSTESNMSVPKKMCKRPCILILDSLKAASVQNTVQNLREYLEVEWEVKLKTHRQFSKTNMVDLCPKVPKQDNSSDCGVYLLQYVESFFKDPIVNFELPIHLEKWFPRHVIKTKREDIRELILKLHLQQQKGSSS
# PfG6PD inh – PfG6PD (Plasmodium falciparum) enzyme inhibition; PfGluPho enzyme, NADPH resazurin-diaphorase fluorescence; inhibition, % at 20 µM; hit rate 0.78% among 350,000;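 active = inhibition reaching at least a set limit at 20 µM in the primary screen, cut at about 59% in these data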;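 note: 0% = DMSO wells with substrate and 100% = DMSO wells lacking glucose-6-phosphate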
# SENP6 inh – inhibitors of human SENP6 protease. hit rate 1.8% among 330,000. Recombinant SENP6 catalytic domain, aminoluciferin luminescence. inhibition, % at 10 µM;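 active = inhibition above about 50% at the single tested dose, limit read from the data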;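 note: plate controls were DMSO wells with enzyme for no effect and DMSO wells lacking enzyme for full effect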
# SENP8 block-2 – inhibitors of human SENP8 protease | Q96LD8 | recombinant SENP8, Nedd8 substrate fluorescence | inhibition, % at 20 µM | hit rate 0.64% among 360,000 | AID 602440; in the data active = inhibition mostly above about 40%, no sharp cut-off; inactive = mostly below about 27%
# * marks the source's active call; other numbers are inactive results; i = inactive; ? = inconclusive; · = not tested or not shown; & = joins results of further samples.
SMILES,HKDC1 inh,SENP8 block-1,UBC13 polyUb,SENP1 FRET inh,MIN6 prolif,SENP7 inh,PfG6PD inh,SENP6 inh,SENP8 block-2
COc1ccc(N2CCN(C(=O)c3cc4c(s3)-c3ccccc3OC4)CC2)cc1,-4,3,2,0,-1,-8,-8,-6,-278
O=C(Nc1ccc(N2CCCCC2)c(Cl)c1)c1ccc(N2CCOCC2)c([N+](=O)[O-])c1,1,3,-7,3,-4,-4,19,-10,13
CC(C)(C)C(=O)NC1CCN(S(=O)(=O)c2ccc(C(F)(F)F)cc2)CC1,-11,5,6,0,-2,4,-5,-2,9
CC(=O)CCc1c(C)[nH]c2ccc(NC(C)=O)cc2c1=O,-3,-11,-6,-3,-2,-6,-3,-20,-102
Clc1cnc(Nc2cccnc2)c(Cl)c1,-4,-1,6,2,0,-1,10,-16,-8
O=C(CCNS(=O)(=O)c1ccc(Br)s1)NCc1ccccc1,-10,-10,10,0,3,3,14,-1,2
COc1ccc(N(CC(=O)NCCOc2ccccc2)S(=O)(=O)c2ccc(C)cc2)cc1,2,-3,2,-3,-1,-2,-4,-19,16
CC(=O)c1cnc(Nc2nc(C)c3ccc(C)cc3n2)nc1C,-4,-6,-13,0,2,-5,17,-11,2
CCOc1ccc(CN2CCCC(CO)(Cc3ccccc3F)C2)cc1 (stereo not drawn),-3,-3,1,-1,-1,-3,-10,10,23
OCCN(CCO)CC(O)COc1ccc(Br)cc1 (stereo not drawn),-4&-6,6&-7,3&-7,2&1,-3&1,8&-11,9&-6,0&-25,2&4
CCN(CC)C(=O)Oc1ccccc1NC(C)=O,-12,5,-7,2,-3,1,2,0,16
O=C(CSc1nc(-c2cccs2)nc2ccccc12)NC1CCS(=O)(=O)C1 (stereo not drawn),2,0,-1,-2,1,-2,-16,-6,-332
CN(c1nc2ccccc2nc1Cl)S(=O)(=O)c1ccccc1,-4,-1,4,-9,1,4,44,-16,3
COc1cccc(-n2c(C)c3c(OC)cccc(=O)c3c2C)c1,5,7,-2,15,-2,4,-6,28,0
COc1cc(OC)cc(C(=O)Nc2ccc(S(=O)(=O)Nc3cc(C)nc(C)n3)cc2)c1,·,1,14,·,-1,4,·,-10,·
CCCCc1nc2cc(C(=O)NCc3cc(C)n(C)n3)ccc2o1,-6,-1,6,-1,2,1,4,-8,8
Cc1ncc(S(=O)(=O)C(C)(C)C)c(N)n1,1,-8,9,3,1,2,-13,-7,13
Nc1cccc(C(=O)Nc2ccc(N)cc2Cl)c1,-9,-2,-3,3,-3,1,-2,-16,8
CCCCN(CC)CCNS(=O)(=O)c1ccc2c(c1)oc(=O)n2C,0,0,-11,3,-2,-4,-7,10,10
CCN(CC)P(=O)(Nc1ccccc1Br)c1ccc(N(C)C)cc1NC(=O)c1ccco1 (stereo not drawn),-5,2,3,1,-4,0,1,-8,-11
CCc1ccc(-c2cc(C(=O)Nc3c(C)n(C)n(-c4ccccc4)c3=O)c3ccccc3n2)s1,0,-3,-4,5,-3,6,5,7,-144
CCOC(=O)N1CCc2c(sc(NC(=O)CN3CCOCC3)c2C#N)C1,-4,-7,4,-6,-1,13,7,-1,18
COc1ccc(C(=O)C2CCCN(C(=O)c3noc4c3CCCC4)C2)c(C)c1 (stereo not drawn),-7,-11,-6,2,-2,-6,4,-32,15
Cc1ccc(S(=O)(=O)Cn2cnnn2)cc1,-5,3,10,0,1,9,-2,5,10
COc1ccc(-c2nc(CS(=O)(=O)CC(=O)NCc3ccccc3Br)c(C)o2)cc1,3,-12,-1,2,0,6,-2,-21,12
# The list continues:
SMILES,HKDC1 inh,SENP8 block-1,UBC13 polyUb,SENP1 FRET inh,MIN6 prolif,SENP7 inh,PfG6PD inh,SENP6 inh,SENP8 block-2
O=C(c1ccc(Cl)nc1)c1cccs1,-3,-13,?,·,0,4,6,-10,·
CC(C)(C)c1cc(CN2CCOCC2)c(C(=O)O)o1,4,-7,-14,2,-1,-10,-2,-12,10
CCC(C)NS(=O)(=O)c1ccc(NC(=O)C(Sc2ccccc2)c2ccccc2)cc1 (stereo not drawn),-4,4,0,4,-6,-1,21,-7,13
CC(C)(C)NC(=O)C(c1ccccn1)N(C(=O)c1csnn1)C1CCCC1 (stereo not drawn),-3,-2,19,-4,4,10,-6,-10,18
Cc1cc(C)cc(S(=O)(=O)Cc2noc(C(=O)NCc3ccccc3)c2C(=O)NCc2ccccc2)c1,-1,5,4,2,-6,3,15,-7,18
O=C(c1ccco1)N1CCN(C(=O)c2ccc(COc3ccc(Cl)cc3Cl)o2)CC1,7,0,5,2,-1,3,1,-12,5
CCOc1ccc(OCCC(=O)NNC(=O)c2nn(C)c(=O)c3ccccc23)cc1,5,6,-2,-1,0,-1,1,-19,2
S=C(NCCc1ccccc1)Nc1ccc(Cl)cc1,-2,-1,-2,1,-5,0,-13,-5,7
CC1(c2ccccc2)NC(=O)N(CC(=O)Nc2ccc(Cl)c(S(=O)(=O)N3CCCCC3)c2)C1=O (stereo not drawn),3,0,-3,-8,-4,6,-11,3,-1
Cc1ccccc1C(=O)/C=C1/SCC(=O)N1C,-8,9,5,8,-2,6,3,-6,16
COC(=O)Cn1cnc2scc(-c3ccc(C)c(C)c3)c2c1=O,-6,1,3,1,1,-4,6,10,15
COc1ccc(-c2nnc(SCC(=O)NC(=O)NCc3ccco3)o2)cc1,2,-5,6,-2,-1,6,1,-11,26
Cc1ncoc1C(=O)N1CCCC(N2CCN(c3ccccc3F)CC2)C1 (stereo not drawn),-1,-5,-2,1,3,1,-18,-13,8
O=C(CNC(=O)c1ccccc1F)OCc1nc2ccccc2s1,-3,-15,-10,-7,-1,-15,-2,-23,1
Cc1csc(NC(=O)CCNC(=O)c2ccccc2Cl)n1,-3,-4,-6,0,-2,-12,-13,-14,7
Cn1c(=O)oc2cc(S(=O)(=O)N3CCC(C(=O)NCc4ccccc4Cl)CC3)ccc21,-6,-7,-2,3,1,0,10,-20,13
CCNC(=O)Cc1c(OC)ccc2cc(Br)ccc12,6,-1,-7,3,0,1,1,-14,10
Nc1cc(C(F)(F)F)cc([N+](=O)[O-])c1N,7,-3,-55,2,0,-2,14,-21,18
COc1cc(C(=O)NCC(=O)OCc2ccccc2Cl)cc(OC)c1OC,-10,-4,12,3,0,1,-4,-5,7
CCCCCCCCCCOC(=O)C[N+](C)(C)C/C=C(/C)Cl,-6,-7,36,0,-6,-5,1,-5,12
N#CCN1CCCC(C(N)=O)C1 (stereo not drawn),-5,-2,-6,15,2,4,-18,-9,14
CN1OC[C@@H]2CN(Cc3cc(Cl)cc(Cl)c3)[C@H](c3cccc(Oc4ccccc4)c3)C[C@@H]21,1,·,·,-1,·,·,16,·,5
Cn1cc(CN2CCC(CO)CC2)c(-c2ccc(Oc3ccccc3)cc2)n1,-1,5,3,-5,-4,-1,-7,-22,-3
CC(=O)Nc1ccc(OC(=O)c2cc([N+](=O)[O-])ccc2Cl)cc1,-2,-3,2,2,-3,7,-26,-10,25
CC(C)(C)c1ccccc1OCCOCCN1CCCCCC1,4,2,16,-13,-4,-1,14,2,27

# Some of these compounds in order of SMILES length, ascending:
SMILES,HKDC1 inh,SENP8 block-1,UBC13 polyUb,SENP1 FRET inh,MIN6 prolif,SENP7 inh,PfG6PD inh,SENP6 inh,SENP8 block-2
N#CCN1CCCC(C(N)=O)C1 (stereo not drawn),-5,-2,-6,15,2,4,-18,-9,14
O=C(c1ccc(Cl)nc1)c1cccs1,-3,-13,?,·,0,4,6,-10,·
Cc1ccccc1C(=O)/C=C1/SCC(=O)N1C,-8,9,5,8,-2,6,3,-6,16
CC(C)(C)c1ccccc1OCCOCCN1CCCCCC1,4,2,16,-13,-4,-1,14,2,27
Cc1csc(NC(=O)CCNC(=O)c2ccccc2Cl)n1,-3,-4,-6,0,-2,-12,-13,-14,7
O=C(CNC(=O)c1ccccc1F)OCc1nc2ccccc2s1,-3,-15,-10,-7,-1,-15,-2,-23,1
CCCCCCCCCCOC(=O)C[N+](C)(C)C/C=C(/C)Cl,-6,-7,36,0,-6,-5,1,-5,12
COC(=O)Cn1cnc2scc(-c3ccc(C)c(C)c3)c2c1=O,-6,1,3,1,1,-4,6,10,15
Cc1ncoc1C(=O)N1CCCC(N2CCN(c3ccccc3F)CC2)C1 (stereo not drawn),-1,-5,-2,1,3,1,-18,-13,8
COc1ccc(-c2nnc(SCC(=O)NC(=O)NCc3ccco3)o2)cc1,2,-5,6,-2,-1,6,1,-11,26
CC(=O)Nc1ccc(OC(=O)c2cc([N+](=O)[O-])ccc2Cl)cc1,-2,-3,2,2,-3,7,-26,-10,25
CCOc1ccc(OCCC(=O)NNC(=O)c2nn(C)c(=O)c3ccccc23)cc1,5,6,-2,-1,0,-1,1,-19,2
Cn1c(=O)oc2cc(S(=O)(=O)N3CCC(C(=O)NCc4ccccc4Cl)CC3)ccc21,-6,-7,-2,3,1,0,10,-20,13
CC1(c2ccccc2)NC(=O)N(CC(=O)Nc2ccc(Cl)c(S(=O)(=O)N3CCCCC3)c2)C1=O (stereo not drawn),3,0,-3,-8,-4,6,-11,3,-1

# (list continues)
SMILES,HKDC1 inh,SENP8 block-1,UBC13 polyUb,SENP1 FRET inh,MIN6 prolif,SENP7 inh,PfG6PD inh,SENP6 inh,SENP8 block-2
Cc1cc(=O)oc2cc(NC(=O)C3CC(=O)N(Cc4ccccc4)C3)ccc12 (stereo not drawn),0,-10,0,-1,-1,-6,-7,-26,i
O=C(CSc1ncccn1)Nc1ccc(N2CCOCC2)cc1,-6,6,3,0,-3,9,-4,-1,13
COc1ccc(C2NC3=C(CCC3)C3(C#N)C4(N=C(N)C23C#N)OCCO4)cc1 (stereo not drawn),-6,-1,-3,-11,3,5,4,-8,-334
CCC(=O)Nc1ccc(C(=O)COC(=O)Cc2ccsc2)cc1,-6,2,3,-4,-3,7,11,16,-98
COc1ccc(-c2cnc(SCC(=O)Nc3cc(C)on3)n2Cc2ccco2)cc1,-2,-7,-5,20,0,-11,1,-1,22
NC(=O)c1ccsc1NC(=O)COC(=O)COc1ccccc1[N+](=O)[O-],0,-4,24,1,1,-4,5,-3,2
COc1cc(NC(=S)NC(C)=O)ccc1NC(=O)C(C)C,-5,-10,-3,1,0,-10,-8,-11,7
Cc1ccc(NC(=S)N/N=C2\CC(C)(C)Oc3ccc(O)cc32)cc1,-12,4,5,-6,-1,-3,9,2,-359

# Screening results: PubChem BioAssay, Sanford-Burnham Center for Chemical Genomics
